TAAR1 antag = human TAAR1 antagonists, primary screen, Fluo-8 calcium fluorescence, CHO RD-HGA16 cells | antagonist | Trace amine-associated receptor 1 (Homo sapiens), Q96RJ0 | actives 1.5% (n = 360,000) | inhibition, % at 3 µM;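 active = inhibition above a per-plate cutoff, the mean inhibition of test compounds on that plate plus 3 SD, cut at about 49% in these data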;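 note: 0% = DMSO plus EC80 beta-PEA response and 100% = DMSO alone without agonist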
Target sequence (Q96RJ0 whole entry, looked up): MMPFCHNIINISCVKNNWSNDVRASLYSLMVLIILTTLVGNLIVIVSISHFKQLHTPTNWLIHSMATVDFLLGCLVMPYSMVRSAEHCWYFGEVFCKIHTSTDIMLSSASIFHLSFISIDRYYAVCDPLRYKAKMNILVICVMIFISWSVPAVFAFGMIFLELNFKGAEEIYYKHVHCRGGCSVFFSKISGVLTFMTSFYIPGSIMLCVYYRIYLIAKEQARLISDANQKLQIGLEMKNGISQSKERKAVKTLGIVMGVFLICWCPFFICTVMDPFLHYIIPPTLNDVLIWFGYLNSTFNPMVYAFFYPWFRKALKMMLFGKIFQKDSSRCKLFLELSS
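Assay system: CHO-derived RD-HGA16 cells stably expressing human TAAR1 plus Gα16. Timing: 140 s kinetic read after compound, 140 s after agonist. Technique: kinetic Fluo-8 calcium fluorescence measurement. Measure: % inhibition of agonist calcium response.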
TAAR1 ag = human TAAR1 agonists, primary screen, Fluo-8 calcium fluorescence, CHO RD-HGA16 cells. vehicle wells 0%, saturating PEA agonist 100%. AID 624467, 2012. actives 0.99% (n = 360,000). activation, % at 3 µM;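 active = activation above the mean activation of all test compounds in the run plus 3 SD, cut at about 38% in these data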
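Test system: RD-HGA16 (CHO) cells co-expressing Gα16 and hTAAR1 | Doses: Single dose, 3 µM | Schedule: 17-24 h seeding, 75 min 37 °C dye, 30 min RT | Evaluation: % activation from peak over basal fluorescence ratio, DMSO-to-PEA scaled | Technique: Kinetic Fluo-8 calcium fluorescence | Benchmarks: Low control DMSO, high control PEA (EC100)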
M1 ag = human M1 muscarinic receptor agonists, primary screen, Fluo-8 calcium fluorescence, CHO-K1 cells, HTS. Muscarinic acetylcholine receptor M1 (Homo sapiens), P11229. CHO-K1 hM1, agonist mode; 0% DMSO, 100% acetylcholine EC100. activation, % at 3 µM. actives 0.33% (n = 360,000);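 active = activation above the run's mean compound activation plus 3 SD, cut at about 16% in these data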;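 note: peak over basal fluorescence ratio within a 140 s kinetic read after compound addition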
Target sequence (P11229 whole entry, looked up): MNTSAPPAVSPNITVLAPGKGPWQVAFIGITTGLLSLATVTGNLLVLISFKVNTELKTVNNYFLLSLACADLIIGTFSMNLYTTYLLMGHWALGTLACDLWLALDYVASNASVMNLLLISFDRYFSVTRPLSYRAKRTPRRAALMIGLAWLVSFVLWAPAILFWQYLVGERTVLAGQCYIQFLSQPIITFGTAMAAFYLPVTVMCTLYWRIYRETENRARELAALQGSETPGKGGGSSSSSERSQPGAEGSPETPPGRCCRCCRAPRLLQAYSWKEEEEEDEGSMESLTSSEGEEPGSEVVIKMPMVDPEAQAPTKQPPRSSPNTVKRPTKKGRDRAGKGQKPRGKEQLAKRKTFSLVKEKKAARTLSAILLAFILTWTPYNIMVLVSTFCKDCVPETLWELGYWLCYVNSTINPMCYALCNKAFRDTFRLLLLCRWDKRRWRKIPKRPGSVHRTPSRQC
M1 PAM = human M1 muscarinic receptor positive allosteric modulators, primary screen, CHO-K1 cells, Fluo-8 calcium fluorescence, 1536-well. Muscarinic acetylcholine receptor M1 (Homo sapiens), P11229. CHO-K1 hM1, ACh EC20; 0% = ACh EC20, 100% = maximal ACh. activation, % at 3 µM. actives 0.088% (n = 360,000). AID 588819, 2011; in the data active = activation above about 19%, passing the limit was not always enough
CHRM1 antagonist = human M1 muscarinic receptor antagonists, primary screen, CHO-K1 cells, Fluo-8 calcium fluorescence, 1536-well | CHO-K1 hM1, ACh EC80 antagonist | inhibition, % at 3 µM | actives 1.3% (n = 360,000) | AID 588852, 2011;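 active = percent inhibition above its own plate's cutoff, namely the mean of that plate's compound wells plus 3 SD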;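 note: peak over basal fluorescence ratio during 140 s after agonist addition; 0% = ACh EC80 plus DMSO and 100% = DMSO alone without agonist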
CHO parental Ca = ATP-evoked calcium signal inhibitors, parental CHO, primary screen, counter-screen for OX1R antagonist project, cell-based, fluorescence, Fluo-8 calcium dye. AID 463079, 2010. actives 0.63% (n = 330,000). inhibition, % at 5.6 µM. parental CHO-K1, ATP-induced calcium, Fluo-8 fluorescence;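 active = inhibition above that plate's mean sample inhibition plus 3 SD, cut at about 26% in these data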;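 note: 0% = ATP-challenged DMSO wells and 100% = DMSO wells without ATP; some compounds past the cut are filed as inactive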
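Assay system: parental CHO cells; Read-out basis: percent inhibition of ATP-evoked calcium rise, normalized to controls; Benchmarks: ATP and no-ATP DMSO wells; Compound dosing: single nominal dose of 5.6 µM per compound; Signal: Fluo-8 calcium dye fluorescence; Also added: ATP as calcium-mobilizing challenge; Repeats: singlicate.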
CHO-K1 Ca antag = M1 antagonist counterscreen hit in parental CHO-K1 cells; inhibition, % at 3 µM; ATP-induced calcium, Fluo-8 fluorescence; actives 0.6% (n = 360,000);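 active = inhibition above a per-plate cutoff, the plate's mean sample inhibition plus 3 SD, cut at about 24% in these data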;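 note: 0% = DMSO plus EC80 ATP and 100% = DMSO alone without ATP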
CHO-K1 Ca PAM = nonselective calcium activators in parental CHO-K1 cells, primary screen, counter-screen for M1 PAM project, cell-based, Fluo-8 calcium fluorescence, full deck, 1536-well; actives 0.02% (n = 360,000); ATP EC20; 0% at ATP EC20, 100% at ATP max; activation, % at 3 µM;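 active = activation above the run cutoff, the mean activation of all test compounds plus 3 SD, cut at about 40% in these data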;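 note: peak over basal fluorescence ratio in a 140 s read after ATP addition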
CHO-K1 Ca ag = counter-screen for M1 agonists: effect in parental CHO-K1 cells; Fluo-8 calcium fluorescence; scaled to maximal ATP response, vehicle zero; activation, % at 3 µM; actives 0.48% (n = 360,000); in the data active = activation above about 15%;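 note: untransfected CHO-K1 host cells lacking M1 receptor as counterscreen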
The depositor's hits bear a star; nt = no result given; & = joins results of further samples.

SMILES	TAAR1 antag	TAAR1 ag	M1 ag	M1 PAM	CHRM1 antagonist	CHO parental Ca	CHO-K1 Ca antag	CHO-K1 Ca PAM	CHO-K1 Ca ag
O=C(c1cc(-c2ccco2)on1)N1CCN(C(c2ccccc2)c2ccccc2)CC1	18	5	-8	-13	6	-26	-11	14	0.7
CN(C)/C=C1\SC(=S)N(c2ccc(F)cc2)C1=O	-2	2	-4	9	1	-5	6	12	0.0
Cc1cc(C(=O)COc2ccc3ccc(=O)oc3c2)c(C)n1Cc1cccs1	14	3	-5	-3	-9	-5	-4	13	1.0
CCOC(=O)C1(Cc2ccc(OC)cc2)CCN(C(=O)CCN2CCCC2=O)CC1	-25	1	3	8	-10	-7	-12	6	0.9
NC(=O)CSc1nnc(Cc2ccc3c(c2)OCO3)o1	10	3	-9	2	-1	-7	-22	12	0.8
Cc1ccc(/C=C/C(=O)NCCc2cccc(Cl)c2)o1	-9	22	0	13	-13	-11	0	14	0.7
CCN(CC)C(=O)Cn1cc(C(=O)C(=O)N2CCc3ccccc32)c2ccccc21	1	-1	-5	3	-2	-4	-6	11	2.4
CCCS(=O)(=O)c1nc(S(=O)(=O)c2ccc(C)cc2)c(N2CCN(CCO)CC2)s1	-4	2	-3	3	-2	-1	-16	22	1.1
CC(=O)N1c2ccc(S(=O)(=O)N3CCC(C(=O)N4CCN(c5ccccc5F)CC4)CC3)cc2CC1C (stereo not given)	-5	4	0	3	3	-9	5	-22	5.8
O=C(Cn1c2ccccc2c(=O)c2ccccc21)N/N=C/c1cc([N+](=O)[O-])ccc1N1CCCCCC1	-1	3	-4	3	1	-21	-6	12	-0.1
NCCSC1CC(=O)N(Cc2ccc(F)cc2)C1=O (stereo not given)	-5	0	-5	-1	-3	-14	-4	22	4.3
N#Cc1nnn2c1nc(N)c1c(F)cccc12	4	0	0	5	8	-5	19	-26	1.7
Cc1ccc(C(=O)Nc2ccc(N3CCOCC3)c3nonc23)cc1[N+](=O)[O-]	25	8	-2	11	-20	3	-6	5	2.2
Cc1cccc(NC(=O)CN2CCN(C(=O)c3ccc(-c4nc5ccccc5s4)o3)CC2)c1C	11	0	-2	-4	14	nt	2	-23	-0.1
CCc1ccc(OCC(O)CN2CCN(c3ccccc3)CC2)cc1 (stereo not given)	-21&-19	2&6	-4&-3	-6&3	3&-33	-12	3&-13	-10&8	-0.7&1.6
CC(OC(=O)CCc1nc2ccccc2c(=O)[nH]1)C(=O)NC1CCCC1 (stereo not given)	1	-1	-6	2	7	1	6	-3	-0.1
Nc1nc(Nc2ccccc2F)nc(NC2CCCCC2)c1[N+](=O)[O-]	-37	5	-4	15	-13	-41	-5	6	0.2
O=C(CN(c1ccc(F)cc1)S(=O)(=O)c1ccc2c(c1)OCCO2)NCC1CCCO1 (stereo not given)	4	2	-4	7	-5	-17	-12	4	-0.2
CC(=O)c1sc(-c2ccc(F)cc2)cc1NS(=O)(=O)c1ccccc1	-22	3	-3	3	0	-23	-13	21	1.1
CC(=O)c1ccc(N2CCN(C(=O)C3CCN(S(=O)(=O)c4ccc5c(c4)CC(C)N5C(C)=O)CC3)CC2)cc1 (stereo not given)	-1	4	-1	-13	16	-13	-9	7	8.1

The final 3 entries of the section before are carried over, then new ones follow.
SMILES	TAAR1 antag	TAAR1 ag	M1 ag	M1 PAM	CHRM1 antagonist	CHO parental Ca	CHO-K1 Ca antag	CHO-K1 Ca PAM	CHO-K1 Ca ag
O=C(CN(c1ccc(F)cc1)S(=O)(=O)c1ccc2c(c1)OCCO2)NCC1CCCO1 (stereo not given)	4	2	-4	7	-5	-17	-12	4	-0.2
CC(=O)c1sc(-c2ccc(F)cc2)cc1NS(=O)(=O)c1ccccc1	-22	3	-3	3	0	-23	-13	21	1.1
CC(=O)c1ccc(N2CCN(C(=O)C3CCN(S(=O)(=O)c4ccc5c(c4)CC(C)N5C(C)=O)CC3)CC2)cc1 (stereo not given)	-1	4	-1	-13	16	-13	-9	7	8.1
CC1(Cc2cccc(C(F)(F)F)c2)C(=O)Nc2c(Cl)cccc21 (stereo not given)	16	7	-5	0	-4	nt	0	14	-0.4
O=C(NC(=S)NCCN1CCOCC1)c1ccccc1Br	-12	4	-3	1	-7	-8	10	5	0.0
O=C(Nc1ccc(Cl)c(S(=O)(=O)N2CCOCC2)c1)c1ccccc1-c1ccc(C(F)(F)F)cc1	29	11	0	-6	5	-1	-2	10	2.9
O=c1[nH]c2ccccc2nc1/C=C(\O)C1CC1	-1	-2	-7	9	-13	6	-18	18	0.5
CSc1ccccc1NC(=O)CN(C)CC(=O)c1[nH]c(C)c(C(C)=O)c1C	6	4	1	-11	18	-12	0	-6	0.8
CC1=NNC(=O)C1CCC(=O)N/N=C/c1ccc(Cl)cc1 (stereo not given)	4	8	-2	-6	-6	-18	5	-10	-0.2
O=C1CCc2cc(S(=O)(=O)N3CCCC3C(=O)N3CCN(c4ccccc4)CC3)ccc2N1 (stereo not given)	-20	8	0	4	-15	1	-8	24	3.1
CCCn1nc(C(=O)OCC(=O)Nc2cccc(OC)c2)c2ccccc2c1=O	-8	-2	-9	9	0	-5	7	17	3.5
CC12CCC(=O)N1C(C(=O)NCc1ccccc1F)CS2 (stereo not given)	-14	3	0	3	0	-10	10	-3	0.5
CCn1c(=S)sc2c(=O)n(CC(=O)Nc3ccc(C(C)=O)cc3)c(C)nc21	-5	0	-2	3	-12	-7	-7	1	-0.1
O=C1CC(Sc2nnc(-c3ccccc3O)o2)C(=O)N1c1ccccc1 (stereo not given)	-26	3	-3	3	-2	-12	-13	19	3.5
O=C(CCN1C(=O)C2C3C=CC(C3)C2C1=O)Nc1ccc2c(c1)OCO2 (stereo not given)	-3	11	0	1	0	-5	-9	5	-0.5
Cc1ccc(C(=O)NCC(=O)OC(C)C(=O)NCCC2=CCCCC2)cc1C (stereo not given)	-8	2	6	9	-5	-23	-6	13	-0.3
Cc1cc(NC(=O)Cn2nnc3sc4c(c3c2=O)CCC(C(C)(C)C)C4)no1 (stereo not given)	-9	13	-4	-1	4	-20	-22	-2	0.7
Nc1nc(-c2ccc([N+](=O)[O-])cc2)cs1	-5	-3	-8	5	-1	-11	-4	18	0.2
Cc1cccc(NC(=O)C2CCCN(S(=O)(=O)c3cccc4nonc34)C2)c1 (stereo not given)	-9	12	-6	-5	14	-11	9	-6	0.5
CCOc1cccc(C(=O)N(Cc2ccc(F)cc2)C2CCS(=O)(=O)C2)c1 (stereo not given)	nt	nt	-7	5	-1	-19	-16	16	-0.6
CCCCC(=O)NCCNC(=O)c1cc(OCC(F)(F)F)ccc1OCC(F)(F)F	1	1	-5	6	-4	-14	-14	23	-0.1
COc1cc(S(=O)(=O)n2nnc3ccccc32)c(OC)cc1Cl	9	5	0	-2	18	-3	-3	0	0.6
COc1ccccc1C(=O)NC(=O)COC(=O)Cc1ccc(F)cc1	-13	1	-2	12	-20	-5	-1	5	1.1
CCN1CCc2c(C#N)c(N3CCCCC3)nc(N3CCOCC3)c2C1	-6	19	-5	-6	24	2	3	0	-0.2
CC(C1CC1)N(Cc1ccccc1)C(=O)NC(=O)c1ccc(F)cc1 (stereo not given)	-16	-1	-4	-3	8	3	-6	-10	0.5
CCCOc1cccc(C2C(C(=O)c3ccc(C)o3)=C(O)C(=O)N2CCN2CCOCC2)c1 (stereo not given)	-15	2	-1	4	-5	-7	-13	17	2.7
CCCN(C(=O)c1cccc(-n2cccc2)c1)c1c(N)n(Cc2ccccc2)c(=O)[nH]c1=O	-16	0	-1	8	-17	-21	-10	3	-0.2
COc1ccc(/C=N/NC(=O)c2ccn[nH]2)cc1COc1ccc(F)cc1	-8	8	0	-3	6	-1	13	-4	0.8
O=C(O)c1ccccc1-c1ccccc1C(=O)NCc1cccc(C(F)(F)F)c1	-4	0	-9	7	-4	-12	-6	13	-0.2
Cc1ccc(NC(=O)CN2CCC(Cc3ccccc3)CC2)cc1S(=O)(=O)N(C)C	11	17	-5	4	-13	-24	-16	10	2.5
Fc1cccc(Cn2cc(C(=S)N3CCCCC3)c3ccccc32)c1	1	10	-3	-4	6	-11	4	1	0.1
CC(=O)N(C(C)=O)n1c(/C=C/c2ccc([N+](=O)[O-])cc2)nc2ccccc2c1=O	-22	16	-4	7	-1	-15	-1	-13	0.3
COc1ccccc1OCCC(=O)NCc1ccc2c(c1)OCO2	-5	2	-1	11	-15	-11	-17	15	1.0
COC(=O)c1ccccc1NC(=O)CSc1ncn[nH]1	-4	0	-1	12	-17	-5	-11	20	1.0
COC(=O)c1ccc2nc(-c3ccc(C#N)cc3)c(Cc3cccc(Cl)c3)n2c1	4	0	nt	nt	nt	nt	-13	24	2.5
Cn1c(SCC(=O)Nc2ccc3cn[nH]c3c2)nnc1-c1cccs1	5	8	-3	-3	6	-7	16	-9	2.5
CC(C)C(=O)Nc1ccc(Cl)cc1-c1nc2ccccc2[nH]c1=O	-21	4	-5	2	-10	-11	-1	-12	-0.3
CCN(CC)CCNC(=O)c1ccc(Sc2ccc(Cl)cc2)c(NC(C)=O)c1	-19	2	-8	-7	18	-20	3	-12	-0.6
CCn1c(CN2CCN(Cc3ccc(C)cc3)C(CCO)C2)nc2ccccc21 (stereo not given)	-19	1	-8	0	-3	-14	-21	19	0.3
CC(C(=O)Nc1ccc(S(=O)(=O)N2CCCC2)cc1)N1CCc2ccccc2C1 (stereo not given)	-16	1	-7	-28	101*	-12	-16	12	0.9
COCC(C)NC(=O)c1ccc(CN2CCc3ccccc3C2)cc1 (stereo not given)	-15	0	-9	-25	65*	-5	16	-4	-0.1
COc1ccccc1C(=O)CSc1nnc(-c2ccco2)o1	2	2	-4	4	-3	-14	0	0	6.9
C#CCn1c(S(=O)(=O)Cc2ccccc2Cl)nc(-c2ccccc2)c1-c1ccccc1	6	10	-7	4	-7	-17	-5	18	0.3
COc1cccc(OCC(O)CN2CCN(c3ccccc3)CC2)c1 (stereo not given)	5&-11	-1&1	-9&-7	8&3	-13&-15	-30&-10	-12&-5	11&-1	0.9&2.3
Cc1ccc(NC(=O)CSc2nc3c(cc2C#N)C(=O)CCC3)cc1S(=O)(=O)N(C)C	-2	7	-6	4	2	-16	-5	23	2.2
O=C(Nc1ccc(N2CCCC2)cc1)c1ccc(Br)cc1	-2	3	-9	-16	7	-8	13	-17	3.8

From PubChem BioAssay
